Assay outcomes as filed in PubChem.
HIF activator – HIF pathway transcriptional activation. 300,000 compounds, 0.32% hits. activation, % at 7.5 µM (by protocol). U2OS HRE-luciferase reporter, luminescence; normalized: DMSO 0%, desferrioxamine 100%;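 active means mean activation of at least 10% of the iron chelator positive control signal, with at least half of replicates also reaching 10%; inconclusive means mean and replicate majority disagree about reaching 10%; inactive means mean and most replicates under 10%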
AI-2 QS modul – modulates the Vibrio harveyi AI-2 quorum sensing system; Vibrio harveyi JMH597 AI-2 luminescence/OD600 ratio, 9 h; hits give low values; strain lacks LuxN and CqsS sensors; 0 = neutral-control median; activity change, % at 7.5 µM; 300,000 compounds, 0.4% hits; AID 2094; in the data active means activity change below about -75%, passing the limit was not always enough; inconclusive means no clear call, values can overlap the other calls;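 further: luminescence divided by OD600 gain over 9 h not by final OD600 alone; inactives centre near 13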
IEC-6 tox – kills IEC-6 intestinal cells in KLF5 counter-screen; inhibition, % at 5 µM; 290,000 compounds, 0.78% hits; AID 1825; IEC-6 cytotoxicity, luminescence viability; in the data active means inhibition above about 22%;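 further: 0% = plate median of test compound wells and 100% = cytotoxic reference compound wells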
aSyn 5UTR inh – MLPCN primary screen, SNCA 5' untranslated region | alpha-synuclein 5'UTR reporter, inhibitor activity | inhibition, % (tested at 7.5 µM) | 300,000 compounds, 0.82% hits; in the data active means inhibition above about 60%; inconclusive means no clear call, values can overlap the other calls;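 further: H4 neuroglioblastoma cells stably carrying SNCA 5'UTR luciferase fusion; 0% = DMSO wells and 100% = positive control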
SKKanGAS inh – blocks kanamycin growth of S. pyogenes SKKanGAS strain | BacTiter-Glo, 6 h | inhibition, % at 7.5 µM | 300,000 compounds, 1.3% hits | AID 1662;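 active means mean replicate score, as percent of positive control median, at least 50; inconclusive means mean below 50 but one replicate at or above 50; inactive means mean and every replicate below 50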;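 further: strain carries kanamycin resistance gene driven by streptokinase promoter and grows in 40 µg/ml kanamycin; loss of luminescence reflects streptokinase promoter inhibition or plain growth inhibition; 0% = median of DMSO wells and 100% = positive control at its reference dose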
HSF-1 act – increases HSF-1 driven luciferase reporter signal; NIH3T3-HGL HSF-1 luciferase reporter, MG132, 8 h; 100% = twice DMSO control signal; 300,000 compounds, 1.7% hits; activation, % at 9 µM;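 active means mean replicate activation of at least 50% with a set share of replicates each reaching 50%; inconclusive means only one of those two conditions met; inactive means mean below 50% and too few replicates reaching it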;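 further: 0% = median of the neutral control wells and 100% = twice that signal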
HSF1 inh – HSF1 inhibition. AID 2098. activity change, negative = inhibition, % at 7.5 µM (by protocol). 300,000 compounds, 0.77% hits. NIH3T3-HGL HSE-luciferase, MG132-induced, luminescence 8 h; hits give low values;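 active means more than half of replicate wells show activity change below -50%, luminescence cut by over half; inconclusive means some wells, but at most half, below -50%; inactive means no replicate well below -50%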;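 further: luciferase reports HSF-1 transcriptional activity via heat shock element; 0% = median of DMSO wells and -100% = zero luminescence signal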
HSP90 refold inh – blocks HSP90-mediated luciferase refolding in reticulocyte lysate; Rabbit reticulocyte lysate, luciferase refolding luminescence, 3 h; inhibition, % at 5.6 µM; 290,000 compounds, 0.91% hits; AID 1789;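 active means inhibition above the screen-wide mean plus 3 SD, computed separately per campaign, cut at about 16% in these data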;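 further: 0% = DMSO wells and 100% = 60 µM geldanamycin wells; inhibitors lower the luminescence because luciferase stays unfolded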
Platelet DG rel – modulates dense granule release in human platelets | human platelet-rich plasma, SFLLRN dense granule ATP release, luminescence | inhibition, %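 (compounds screened at 7.5 µM in platelet-rich plasma)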 | 300,000 compounds, 0.22% hits | AID 1663;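 active means mean replicate score, as percent of positive control, at or above 50; inconclusive means mean below 50 but at least one replicate at or above 50; inactive means mean and every replicate below 50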
KLF5 inhibitor – suppresses KLF5 promoter-driven expression; DLD-1 KLF5 promoter-luciferase reporter, luminescence; 290,000 compounds, 0.23% hits; inhibition, % at 5 µM; AID 1700;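 active means inhibition above a per-plate limit of that plate's mean compound inhibition plus 3 SD, cut at about 60% in these data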;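 further: 0% = DMSO wells and 100% = LY294002 at 200 µM; higher means less KLF5 promoter-driven luciferase light; inactives centre near -14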
Active calls of the source: *; ? = inconclusive; nt = no result given. Not a hit list; about 6% have a hit in one of these screens.

Screens in order: HIF activator	AI-2 QS modul	IEC-6 tox	aSyn 5UTR inh	SKKanGAS inh	HSF-1 act	HSF1 inh	HSP90 refold inh	Platelet DG rel	KLF5 inhibitor
- CCC(=O)N(Cc1ccc2c(c1)OCO2)Cc1cc2cc(OC)ccc2[nH]c1=O
→ -0.2	0	-1	14	-3	7	-1	5	16	17
- Cc1ccc(NC(=O)COC(=O)Cc2cccs2)cc1S(=O)(=O)N1CCOCC1
→ -0.7	-18	4	-13	-7	-5	0	1	27	-26
- Cc1[nH]n(-c2ccccc2)c(=O)c1N=Nc1ccc(F)cc1
→ 0.3	16	10	-81	-5	-7	-3	2	3	-8
- C/C(=N\NC(=O)C(=O)Nc1cccc(C(F)(F)F)c1)c1ccc(Cl)s1
→ 0.3	16	3	13	nt	nt	nt	0	10	-2
- CCCC12CN3CC(C)(CN(C1)C3c1cccs1)C2=O (stereo not given)
→ -0.2	23	2	13	4	62*	44	2	12	9
- CC(C)(C)c1ccc(/C=C2\Oc3cc(OC(=O)N4CCOCC4)ccc3C2=O)cc1
→ -0.6	-1	-4	14	2	6	1	5	21	-10
- COC(=O)c1ccccc1NC(=O)NCc1cccnc1
→ -0.4	17	-6	18	-6	0	-1	-5	-2	-17
- CCOC(=O)N1CCN(C(=O)COc2ccc(S(=O)(=O)Nc3ccc(OCC)cc3)cc2)CC1
→ -0.1	38	6	6	-17	15	5	-2	-5	-26
- COc1cccc(C(=O)Nn2c(-c3cccs3)nc3ccccc3c2=O)c1OC
→ -0.3	10	-5	13	-11	-11	2	-2	13	-7
- CCOC(=O)c1ccc(NC(=O)CN(C)S(=O)(=O)c2ccc(Br)s2)cc1
→ -1.2	13	9	15	-11	15	-1	0	2	-6
- CC1CCN(C(c2cc3cc4c(cc3[nH]c2=O)OCO4)c2nnnn2CC2CCCO2)CC1 (stereo not given)
→ -0.3	19	-4	11	7	8	-3	2	8	-13
- O=C(CCC(=O)c1cccs1)NCc1cccc(Cl)c1
→ -0.1	6	nt	-5	2	-23	-3	nt	11	nt
- Cc1[nH]n(-c2ccccc2)c(=O)c1C=NC1CCCCC1
→ 0.5	11	-5	-28	14	15	16	-1	2	-29
- CN(C)CCN1C(=O)C(=O)/C(=C(/O)c2ccc(S(=O)(=O)N3CCOCC3)cc2)C1c1ccc(Br)cc1 (stereo not given)
→ -0.2	4	-7	0	33	26	18	-3	4	-14
- CCc1ccc(Cn2nnc(C(=O)NCc3ccccc3OC)c2N)cc1
→ -0.3	24	2	9	-3	-2	3	-1	4	-5
- O=C(/C=C/c1ccc2c(c1)OCO2)Nc1ccc(Cl)cn1
→ 2.8	24	-4	-110	-11	85*	36	0	1	-148
- O=C(CS(=O)Cc1ccccc1Cl)Nc1ccccc1Cl (stereo not given)
→ 0.0	21	-3	1	-18	13	-2	0	-1	-28
- Cc1cccc(OCc2nnc(SCC(=O)N3CCc4ccccc43)n2C)c1
→ 0.0	15	-2	20	-13	-2	-1	-2	5	-5
- CC(C)N(CCO)C(=O)CCc1nnc(Cc2cccc(C(F)(F)F)c2)o1
→ 0.5	23	5	-2	-8	26	-1	0	-2	-12
- CC(=O)N(Cc1ccccc1C)c1cccc(C)c1C
→ -0.1	-2	1	6	8	0	0	-4	-2	6
- COc1ccc(F)cc1CN1CCN(CC(=O)N2CCc3ccccc32)CC1
→ -18	12	-7	10	-3	22	0	-1	-3	22
- O=C(NCCCN1CCCC1)Nc1ccc(F)cc1
→ -1.2	16	-3	-10	-1	19	0	-4	5	-30
- CCN(C(=O)CSc1nc2cc(S(=O)(=O)N(CC)CC)ccc2o1)C1CCS(=O)(=O)C1 (stereo not given)
→ 0.1	23	-4	3	-1	6	4	1	12	-25
- CCCN(CCC)C(C(=O)Nc1cccc(OC)c1)c1ccccc1 (stereo not given)
→ -0.3	5	3	-10	-14	17	3	2	-5	-11
- CC(NS(=O)(=O)c1ccc(Br)cc1)C(N)=O (stereo not given)
→ 0.1	19	-1	14	-2	14	-8	-2	-7	-31
- CC1CC(C)CN(S(=O)(=O)c2ccc(C(=O)Nc3nnc(-c4cccs4)o3)cc2)C1 (stereo not given)
→ -0.3	76	2	?	82*	-23	-10	7	nt	28
- Cc1ccc(N2CCN(C(=O)C3CCCN(c4ncnc5c4nc4n5CCCCC4)C3)CC2)c(C)c1 (stereo not given)
→ -0.6	-13	4	10	-7	-3	0	0	4	-38
- CCCN1CCC(=O)N([C@H](CSc2ccc(Br)cc2)c2ccccc2)CC1
→ 2.6	7	nt	-120	4	25	4	nt	-5	nt
- COc1ccc(CSCC(=O)N/N=C/c2ccc(OCC(=O)NCc3ccco3)cc2)cc1
→ -0.1	32	-2	9	2	3	7	-1	0	-48
- COc1ccc(-c2nn(-c3ccccc3C)cc2CNCCc2cnc[nH]2)cc1F
→ -0.4	35	6	13	5	7	2	2	1	0

Profiles from above. Screens in order: HIF activator, AI-2 QS modul, IEC-6 tox, aSyn 5UTR inh, SKKanGAS inh, HSF-1 act, HSF1 inh, HSP90 refold inh, Platelet DG rel, KLF5 inhibitor
O=C(CCC(=O)c1cccs1)NCc1cccc(Cl)c1 is entered as -0.1, 6, nt, -5, 2, -23, -3, nt, 11, nt
COc1ccc(CSCC(=O)N/N=C/c2ccc(OCC(=O)NCc3ccco3)cc2)cc1 is entered as -0.1, 32, -2, 9, 2, 3, 7, -1, 0, -48
CCc1ccc(Cn2nnc(C(=O)NCc3ccccc3OC)c2N)cc1 is entered as -0.3, 24, 2, 9, -3, -2, 3, -1, 4, -5
O=C(NCCCN1CCCC1)Nc1ccc(F)cc1 is entered as -1.2, 16, -3, -10, -1, 19, 0, -4, 5, -30
Cc1[nH]n(-c2ccccc2)c(=O)c1N=Nc1ccc(F)cc1 is entered as 0.3, 16, 10, -81, -5, -7, -3, 2, 3, -8

(more compounds)
Screens in order: HIF activator	AI-2 QS modul	IEC-6 tox	aSyn 5UTR inh	SKKanGAS inh	HSF-1 act	HSF1 inh	HSP90 refold inh	Platelet DG rel	KLF5 inhibitor
- O=C(NCCN1CCOCC1)/C(=C\c1ccc(Br)cc1)NC(=O)c1cccs1
→ 0.0	17	-2	-20	2	31	-8	0	-1	12
- CCc1ccc(NC(=O)CCC(=O)N2CCSc3ccccc32)cc1
→ 0.2	15	6	-3	-6	8	7	-1	-4	-1
- CCOc1cccc(=O)c2c(C)n(Cc3ccco3)c(C)c12
→ 0.1	11	-2	-4	0	14	13	-2	14	-37
- C=CCNC(=S)Nc1ccc(N2CCOCC2)c(S(=O)(=O)Nc2ccccc2Cl)c1
→ 0.0	nt	-5	8	6	23	0	-2	0	-14
- O=C(COc1cccnc1[N+](=O)[O-])N1CCN(S(=O)(=O)c2ccc3ccccc3c2)CC1
→ 0.9	24	-5	0	2	15	-1	-4	-9	-8
- Cc1nn(C)c(=O)c(N)c1-c1cc(-c2ccc(Cl)c(Cl)c2)n[nH]1
→ 0.5	25	-3	-71	3	21	-1	-1	8	-8
- COc1ccccc1C(C)NC(=O)c1ccccc1SCC(=O)N1CCCC1 (stereo not given)
→ -0.1	11	nt	7	-3	-12	2	nt	3	nt
- COc1ccc(-c2ccc(SCC(=O)NCc3ccco3)nn2)cc1
→ 1.1	37	5	-78	-11	28	19	-6	-1	-38
- COc1cc(/C(C)=N/NC(=O)c2cccc(S(=O)(=O)N3CCCC3)c2)cc(OC)c1OC
→ 0.6	13	3	1	-18	23	9	1	-7	-25
- O=C(Nc1ccc2c(c1)N(S(=O)(=O)c1cccs1)CCC2)c1c(F)cccc1Cl
→ -1.1	5	nt	12	51*	5	4	nt	15	nt
- O=C(COC(=O)C12CC3CC(CC(C3)C1)C2)Nc1ccc2[nH]c(=O)[nH]c2c1
→ 0.0	18	2	8	2	1	-3	2	-4	-6
- Cc1ccsc1/C=N/NC(=O)C(N)=O
→ 1.1	7	-3	-57	-2	nt	nt	-3	-5	-35
- O=C(NC1CCCC1)C(c1cccnc1)N(CCc1ccccc1)C(=O)c1ccco1 (stereo not given)
→ 0.1	30	2	-20	-15	-9	-1	-1	5	2
- CCCCNC(=S)Nc1ccc2nc3n(c(=O)c2c1)CCCCC3
→ 1.4	13	5	-7	-3	24	18	2	-6	-64
- CC(=O)Nc1ccc(NC(=O)CSc2nc3c(=O)n(C)c(=O)n(C)c3n2C)cc1
→ -2.0	22	nt	-9	-1	21	4	nt	-1	nt
- CCCCCN=C(N)N/N=C/c1c[nH]c2ccc(OC)cc12
→ -3.9	8	nt	108*	3	31	3	nt	0	nt
- COc1ccc(C2=NO[C@@H]3C(=O)N(c4ccc5c(c4)OCCO5)C(=O)[C@H]23)cc1OC
→ -2.2	27	5	-7	2	-50	-47	5	1	-4
- CCN(CC(=O)Nc1c(F)cccc1F)C(=O)C1=COCCO1
→ -0.2	24	nt	9	-13	8	-3	nt	16	nt
- COc1ccc(CNC(=O)CCC(=O)Nc2nnc(C(C)C)s2)cc1
→ 0.1	8	1	8	1	1	-5	-2	-7	11
- O=C(c1ccccc1)N1CCN(C(=O)c2ccc3c(c2)OCO3)CC1
→ -0.2	33	0	1	-5	-5	-9	-4	-2	-13
- Cc1nc([N+](=O)[O-])c(C(=O)OCc2ccccc2C#N)n1C
→ -0.6	33	4	9	4	9	-11	-2	2	-22
- CCCCn1c(N)c(N(CCC(C)C)C(=O)CSc2nnc3ccccn23)c(=O)[nH]c1=O
→ 0.0	22	-3	-1	7	14	-5	-1	-24	-39
- COc1ccc(/C=N/NC(=O)c2cccnc2)cc1CSc1ccccn1
→ 1.3	5	12	28	8	5	-2	-3	1	33
- CCOc1cc(C(=O)CCC(=O)OCC(=O)NC(=O)NCC(C)C)ccc1O
→ -0.4	28	-3	-6	3	8	-5	0	0	-13
- COc1ccc(Cl)cc1NC(=S)N1CCN(C(=O)c2ccco2)CC1
→ -0.6	8	-3	0	-4	-5	-2	-2	-3	-6
- O=C(c1ccc2c(c1)OCO2)N1CCN=C1SCc1cccnc1
→ nt	17	5	0	-6	0	-2	0	3	-13
- Cc1cc(NC(=O)c2c([N+](=O)[O-])c(C)nn2C)no1
→ 0.0	11	4	-11	4	0	0	0	5	-4
- O=C(N/N=C/c1ccc(-c2ccccc2)o1)c1ccccc1O
→ 0.0	17	-9	8	5	9	8	-2	3	-13
- CCCC/C=C/C(NC(=O)CCc1ccccc1)c1ccccc1 (stereo not given)
→ -1.1	6	-2	2	-1	10	4	1	-2	14
- O=C(COc1ccccc1)Nc1nnc(-c2ccccc2Cl)o1
→ -0.2	-79*	-3	-15	53*	-9	-8	0	-14	-11
